Source: PubChem
All columns: NCI-60 one-dose screen, growth in % after 48 h at 10 µM unless noted; 100 = growth as untreated, 0 = no growth, -100 = all killed.
PC-3 = PC-3 prostate cancer cells; 80,000 compounds, 3.9% hits
OVCAR-8 = OVCAR-8 ovarian cancer; 81,000 compounds, 4.4% hits; AID 1794782
SF-295 = SF-295 CNS cancer cells | 79,000 compounds, 5.6% hits
DU-145 = DU-145 prostate cancer | 81,000 compounds, 4.2% hits | AID 1794760
SF-268 = SF-268 CNS cancer cells | 82,000 compounds, 3.1% hits | AID 1794759
U251 = U251 CNS tumor cells. 80,000 compounds, 5.4% hits
SF-539 = SF-539 CNS cancer. 81,000 compounds, 6.8% hits
SNB-19 = SNB-19 CNS cancer cells. 81,000 compounds, 2.5% hits. AID 1794751
OVCAR-3 = OVCAR-3 ovarian cancer. AID 1794787. 79,000 compounds, 7% hits
An asterisk follows results filed as active; . = not tested or not shown; & = joins results of further samples. How the source made its calls: active means growth percent below 10; inactive means the rest.

SMILES	PC-3	OVCAR-8	SF-295	DU-145	SF-268	U251	SF-539	SNB-19	OVCAR-3
CCOC(=O)c1cccnc1Nc1ccc(NC(=O)CC(C)C)cc1	105.0	102.6	90.9	102.6	100.7	97.2	97.5	97.3	.
O=C(CN1CCN(c2cc(=O)[nH]c3ccc(F)cc23)CC1)Nc1cccc(C(F)(F)F)c1	77.4	91.9	88.8	81.9	87.2	84.4	81.4	75.4	104.3
CC(C)(C)c1ccc(OCCCCCCN2CCNCC2)cc1	39.6	89.7	57.7	86.2	78.2	30.7	68.9	66.2	82.1
CC(C)c1ccc(S(=O)(=O)n2cc(C(=O)C(=O)Nc3ccncc3)c3ccccc32)cc1	85.1	97.9	47.3	93.3	108.1	96.3	93.2	97.7	101.1
COc1cccc(C(=O)O)c1OC	96.3	100.6	87.5	110.8	105.0	98.2	96.4	106.0	105.8
O=C1C2C3C=CC(C3)C2C(=O)N1c1cccc(O)c1 (configuration not stated)	94.3	104.0	104.8	.	.	103.5	99.8	103.9	.
CCCCn1c(N)c(N(CC)C(=O)Cc2c(Cl)cccc2Cl)c(=O)[nH]c1=O	101.9	107.5	137.7	109.7	113.5	107.8	82.2	109.2	117.9
O=C(CNc1nc(-c2cccc([N+](=O)[O-])c2)cs1)Nc1ccccc1Cl	96.2	98.7	101.6	112.6	98.8	95.0	91.7	99.3	121.2
COc1nc2c(c(=O)n1C)CN(c1ccccc1)C(C)=N2	.	100.1	117.0	114.9	104.1	109.2	111.3	89.1	99.1
O=C(Nc1cc(Cl)ccc1Cl)c1ccc(C(=O)Nc2cc(Cl)ccc2Cl)cc1	95.7	99.4	89.6	111.7	103.5	101.0	98.0	104.4	104.5
NC(N)=NS(=O)(=O)c1ccc(NC2=C(I)C(=O)c3ncccc3C2=O)cc1	92.1	97.2	103.4	105.5	90.5	110.4	97.4	98.7	95.3
COc1cc(/C=N\NC(=O)CSc2nc3ccccc3c(=O)n2-c2cc(C)ccc2Cl)cc(OC)c1OC	59.4	79.3	84.7	94.4	93.0	83.5	103.7	88.3	.
CCN1CCCC(Nc2cc(C)nc(/N=C(/N)Nc3ccc(Cl)c(Cl)c3)n2)C1 (configuration not stated)	7.0*	-21.5*	.	30.3	-54.4*	-82.4*	-73.7*	-17.5*	-49.0*
O=C(/C=C/c1c(-c2ccc(F)cc2)nc2sccn12)c1ccc2c(c1)OCO2	94.9	89.5	92.7	111.7	103.3	84.3	103.5	108.0	104.4
CCN(CCC#N)c1ccccc1	90.8	102.8	101.7	112.7	114.6	102.8	96.5	105.6	113.4
CC(=O)Nc1cc(Cl)ccc1[N+](=O)[O-]	108.2	107.4	111.4	113.1	103.0	107.0	106.6	104.2	121.6
CC(C)c1ccc(C(=O)Nc2sc3c(CN(C)C)c(O)ccc3c2C(N)=O)cc1	.	51.5	61.9	51.9	69.3	34.3	40.8	84.4	62.7
O=S(=O)(Nc1nnc(-c2cc(O)c(O)c(O)c2)s1)c1ccccc1	92.3	100.8	114.7	108.9	103.0	.	106.1	109.6	105.6
CCn1cnc2c(=O)[nH]c(N)nc21	71.1	99.8	108.1	109.2	104.5	93.5	105.1	98.9	105.7
Nc1nc2c(nc(NCCCN3CCOCC3)n2[C@H]2O[C@@H](CO)[C@H](O)[C@@H]2O)c(=O)[nH]1	120.0	104.2	107.7	109.8	102.9	99.6	103.6	94.2	111.6
Cc1cc2cc3cc(C)c(N(C)C)cc3[n+](C)c2cc1N(C)C	4.2*	23.4	16.6	24.2	11.7	12.3	10.0*	.	-7.5*
O=C(C=P(c1ccccc1)(c1ccccc1)c1ccccc1)c1ccc(Br)cc1	41.7	89.1	91.7	90.5	93.5	97.1	112.9	98.6	64.5
O=C(O)c1ccc2nc(-c3ccc(OCCCCCOc4ccc(-c5nc6ccc(C(=O)O)cc6[nH]5)cc4)cc3)[nH]c2c1	90.0	49.0	123.3	120.4	155.9	96.4	108.2	59.6	.
O=c1cc(O)c2ccccc2[nH]1	83.7&92.8	97.3&105.7	95.4&107.6	116.4&114.7	103.3&112.4	104.2&103.9	108.3&101.3	100.4	116.4&116.8
CCC(C)Cn1cnc2c(=O)[nH]c(N)nc21 (configuration not stated)	98.7	101.0	100.3	107.0	101.2	105.1	96.1	100.4	119.5
CCCCCCCCCCCCCCCCCC1=NC(CO)(CO)CO1	86.5	101.7	108.4	110.3	105.2	.	110.1	107.6	99.6
C/C(O)=C(/C=N\C(=S)Nc1ccc(S(=O)(=O)Nc2nccs2)cc1)C(=O)Nc1ccccc1C	84.9	87.7	103.8	.	88.8	84.0	95.9	92.7	97.0
COc1ccc(OC)c(/C=C/c2nnc(Nc3ccccc3)s2)c1	90.8	86.9	91.9	107.6	101.7	103.5	97.8	105.7	98.8
CCOC(=O)c1sc2nc(-c3ccc(Cl)cc3)nc(N3CCOCC3)c2c1C	.	89.5	99.1	98.6	79.0	78.9	94.6	82.2	99.4
CC/C(=C(\c1ccc(OCCN2CCCCCC2)cc1)c1ccc(OC(=O)c2ccccc2)cc1)c1ccccc1	96.4	106.8	103.9	99.1	94.1	109.3	94.6	105.3	89.9
COc1cc2c(cc1OC)C1=CCCCC1NC2=O (configuration not stated)	91.0	100.3	90.8	106.1	96.6	85.9	96.5	105.5	113.9
Cc1ccc(/C=C(\C#N)C(=O)Nc2ncc(Cc3ccccc3Cl)s2)o1	51.8	73.6	21.8	61.9	62.8	61.5	59.9	74.7	90.8
O=C1C(SCCO)=C(SCCO)C(=O)C(SCCO)=C1SCCO	95.5	105.5	114.6	109.9	102.2	102.3	108.9	113.0	111.8
COc1ccc(C2CC(=O)Nc3ncn(-c4ccc(F)cc4)c32)cc1 (configuration not stated)	90.8	84.5	102.2	110.7	99.5	95.9	103.4	107.0	105.8
Cc1nc(SCC(=O)NC2CCCC2)c2oc3ccccc3c2n1	88.5	102.2	63.5	94.5	87.3	.	102.8	103.7	105.3
CCc1cccc(CC)c1OCCN(C)C	91.2	102.4	98.9	.	100.5	96.7	105.3	106.0	106.5
C=C(C)[C@@H]1CC[C@]2(COC(=O)c3cccnc3)CC[C@]3(C)[C@H](CC[C@@H]4[C@@]5(C)CCCN(C(=O)c6cccnc6)C(C)(C)[C@@H]5CC[C@]43C)[C@@H]12	14.6	26.9	40.9	44.0	45.5	25.6	46.4	47.1	32.9
CC[C@H](Nc1nc(N)nc(C)c1C#N)c1nc2cccc(CN(C)c3ncc(C(=O)NO)cn3)c2c(=O)n1-c1ccccc1	14.6	4.2*	-8.3*	18.5	12.1	-69.6*	8.4*	11.0	5.2*
COC(=O)c1cc2c(=O)[nH]cc3c2c(n1)CCC3	93.6	104.9	112.1	115.7	100.5	103.3	97.3	96.2	99.1
COc1ccc(C2NC3=C(CCCC3)C(C#N)(C#N)C2(C#N)C#N)cc1 (configuration not stated)	104.0	104.1	99.7	94.2	97.8	106.5	101.0	88.5	43.0
NS(=O)(=O)c1ccc(NC(=S)NC(=O)c2ccc(OCc3ccccc3)cc2)cc1	88.9	105.9	103.1	115.3	102.7	92.9	94.9	100.1	108.1
O=S(=O)(NCCCNc1nccc(-c2c(-c3ccc(F)c(O)c3)nc3sccn23)n1)c1ccc(O)cc1	93.7	101.7	100.6	109.4	114.1	111.0	101.8	122.7	123.4
CN(C)Cc1cc(C(C)(C)CC(C)(C)C)ccc1O	84.1	105.6	95.6	126.0	105.8	90.8	90.8	.	88.4
Cn1cc(-c2nonc2-c2c[nH]c3ccc(Br)cc23)c2cccnc21	.	90.0	84.9	101.6	81.5	81.2	84.7	93.7	83.8
COC(=O)c1ccc2c(c1)nc(-c1ccc(Cl)cc1)n2-c1ccc(OC)cc1	94.0	95.8	90.2	99.3	94.1	99.1	116.5	100.1	92.0
O=C(/C=C\c1ccccc1Cl)c1ccccc1	93.8	104.2	75.2	100.9	93.4	79.3	103.0	94.9	99.5
S=C1c2ccccc2-c2ccccc21	97.4	101.3	103.5	110.9	99.5	102.7	100.2	98.7	118.3
CCOC(=O)c1cc(C(=O)c2cc(OC)cc(OC)c2)n2ccc3ccccc3c12	99.4	89.9	94.9	100.0	78.1	81.8	74.1	55.2	112.0
CSc1nc2ncc([N+](=O)[O-])c(=O)n2[nH]1	98.1	104.0	96.6	109.8	98.8	101.8	100.1	103.2	113.0
O=C(Nc1nn2c(-c3cc(C(F)(F)F)cc(C(F)(F)F)c3)nnc2s1)C1CCCC1	8.8*	12.0	1.5*	33.1	28.4	4.4*	12.8	26.6	22.9

Other records follow.
SMILES	PC-3	OVCAR-8	SF-295	DU-145	SF-268	U251	SF-539	SNB-19	OVCAR-3
CS(=O)(=O)CCNS(=O)(=O)c1ccc(-c2cnc(C3CC3)o2)cc1	86.2	94.7	96.6	99.9	93.2	91.9	97.7	96.7	102.8
S=C(N/N=C/c1ccccc1SSc1ccccc1/C=N/NC(=S)Nc1ccccc1)Nc1ccccc1	36.8	38.0	21.8	53.7	36.1	36.6	53.7	45.9	59.4
Clc1ccc(C2CC(c3cccc(Nc4ccncc4)c3)=NN2c2ccccc2)cc1 (configuration not stated)	36.0	-7.3*	70.0	56.7	82.1	-11.4*	71.5	79.7	64.4
N#C/C(=C\c1ccc(C(F)(F)F)cc1)c1cc2ccccc2[nH]1	93.9	100.8	99.8	104.6	99.4	104.6	107.2	101.9	104.4
CCCCCCCSc1ncnc2c1ncn2C(=O)Sc1ccccc1	77.9	86.1	68.3	93.6	89.1	78.0	97.4	108.7	87.6
COc1cc(-c2c(-c3ccccc3)noc2C(=O)Nc2ccc(OC(F)(F)Cl)cc2)c(OC)c2c1OCO2	94.8	100.5	102.8	102.3	93.7	100.4	94.0	91.5	106.4
Cc1ccc(Cc2cnc(NC(=O)c3cc(Br)cs3)s2)cc1	46.4	82.7	43.8	84.9	71.7	46.9	66.4	54.0	61.9
Cn1ccc(Cc2cnc(N)s2)n1	98.8	94.5	107.0	110.1	100.3	97.5	99.5	98.9	106.2
CNC(=S)N/N=C(/C)CCc1c(C)nn(C(=S)NC)c1C	87.2	88.0	94.8	97.7	103.0	79.5	97.0	100.7	111.4
N#CN=CN1CC=C(c2ccc(Cl)cc2)CC1	100.1	100.7	94.5	98.6	93.6	93.7	100.8	99.0	99.5

Two successive records out of the list so far:
SMILES	PC-3	OVCAR-8	SF-295	DU-145	SF-268	U251	SF-539	SNB-19	OVCAR-3
CCOC(=O)c1cccnc1Nc1ccc(NC(=O)CC(C)C)cc1	105.0	102.6	90.9	102.6	100.7	97.2	97.5	97.3	.
O=C(CN1CCN(c2cc(=O)[nH]c3ccc(F)cc23)CC1)Nc1cccc(C(F)(F)F)c1	77.4	91.9	88.8	81.9	87.2	84.4	81.4	75.4	104.3

Additional structures follow:
SMILES	PC-3	OVCAR-8	SF-295	DU-145	SF-268	U251	SF-539	SNB-19	OVCAR-3
Cc1cc(C(=O)Nc2ncc(Cc3cccc(C(F)(F)F)c3)s2)c2ccccc2n1	26.7	43.4	15.1	57.4	37.2	18.5	21.9	44.7	13.3
COc1ccc2c(c1)CC/C(=C\c1cccnc1)C2=O	96.8	101.0	105.8	105.3	98.4	99.8	99.5	99.7	106.2
O=C1COc2c1ccc(O)c2O	100.3	86.8	121.2	109.7	103.7	100.4	114.4	108.7	111.7
Nc1c(N)c2ccccc2c2ccccc12	89.5	99.1	100.1	111.0	114.9	105.7	94.6	103.9	115.6
O=c1c2ccccc2nc(CN2CCCCC2)n1/N=C/c1ccccc1	124.0	105.0	94.0	111.0	103.2	104.7	99.5	96.0	113.6
COC(=O)C1=CCC(n2cnc3c(N)ncnc32)O1 (configuration not stated)	98.0	96.3	113.1	113.3	121.5	104.5	98.0	104.3	105.5
O=C(Nc1c(Cl)cc(Cl)cc1Cl)ON=C1CCCCC1	113.6	104.2	102.4	94.9	91.7	103.8	97.4	107.6	104.8
CNC(C)C(Nc1cc(OC)cc2cccnc12)c1ccccc1 (configuration not stated)	86.8	89.9	92.8	102.9	83.9	93.0	101.2	92.3	92.6
COC(=O)[C@@H](NC(=O)Cn1cc(CNC(=O)OC(C)(C)C)nn1)C(C)C	96.4	102.7	102.0	.	109.5	103.2	103.7	99.1	114.6
O=C(NCc1cccc(C(F)(F)F)c1)C1CSC2c3ccccc3C(=O)N12 (configuration not stated)	86.4	94.6	95.0	110.5	96.2	94.7	101.5	95.1	104.2
Cc1c(-c2csc(N/N=C/c3ccc(N(C)C)cc3)n2)nnn1-c1ccc([N+](=O)[O-])cc1	92.5	94.3	94.7	116.0	98.4	94.9	101.7	98.2	115.0
COc1nc2cc(OCc3ccccc3)ccc2cc1-c1nc2c(cnn2-c2ccccc2)c(=O)[nH]1	98.0	105.8	98.8	97.9	107.0	111.2	105.9	109.8	117.7

One compound at a time, from the list above.
Results for Cc1cc(C(=O)Nc2ncc(Cc3cccc(C(F)(F)F)c3)s2)c2ccccc2n1 → PC-3: 26.7; OVCAR-8: 43.4; SF-295: 15.1; DU-145: 57.4; SF-268: 37.2; U251: 18.5; SF-539: 21.9; SNB-19: 44.7; OVCAR-3: 13.3
Results for O=C(NCc1cccc(C(F)(F)F)c1)C1CSC2c3ccccc3C(=O)N12 (configuration not stated) → PC-3: 86.4; OVCAR-8: 94.6; SF-295: 95.0; DU-145: 110.5; SF-268: 96.2; U251: 94.7; SF-539: 101.5; SNB-19: 95.1; OVCAR-3: 104.2
Results for COc1ccc2c(c1)CC/C(=C\c1cccnc1)C2=O → PC-3: 96.8; OVCAR-8: 101.0; SF-295: 105.8; DU-145: 105.3; SF-268: 98.4; U251: 99.8; SF-539: 99.5; SNB-19: 99.7; OVCAR-3: 106.2
